# NCOA1 inh – inhibits human SRC1 coactivator | HEK293 GAL4-SRC1 luciferase reporter, luminescence | 360,000 tested, 0.12% active | inhibition, % at 3.6 µM | Q15788;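 active means inhibition above the campaign mean plus 3 SD, with each screening campaign given its own cutoff, cut at about 60% in these data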;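 further: 0% = DMSO treated cells and 100% = gossypol at 36 µM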
# Target sequence (Q15788 whole entry, looked up, the tested form may be a part): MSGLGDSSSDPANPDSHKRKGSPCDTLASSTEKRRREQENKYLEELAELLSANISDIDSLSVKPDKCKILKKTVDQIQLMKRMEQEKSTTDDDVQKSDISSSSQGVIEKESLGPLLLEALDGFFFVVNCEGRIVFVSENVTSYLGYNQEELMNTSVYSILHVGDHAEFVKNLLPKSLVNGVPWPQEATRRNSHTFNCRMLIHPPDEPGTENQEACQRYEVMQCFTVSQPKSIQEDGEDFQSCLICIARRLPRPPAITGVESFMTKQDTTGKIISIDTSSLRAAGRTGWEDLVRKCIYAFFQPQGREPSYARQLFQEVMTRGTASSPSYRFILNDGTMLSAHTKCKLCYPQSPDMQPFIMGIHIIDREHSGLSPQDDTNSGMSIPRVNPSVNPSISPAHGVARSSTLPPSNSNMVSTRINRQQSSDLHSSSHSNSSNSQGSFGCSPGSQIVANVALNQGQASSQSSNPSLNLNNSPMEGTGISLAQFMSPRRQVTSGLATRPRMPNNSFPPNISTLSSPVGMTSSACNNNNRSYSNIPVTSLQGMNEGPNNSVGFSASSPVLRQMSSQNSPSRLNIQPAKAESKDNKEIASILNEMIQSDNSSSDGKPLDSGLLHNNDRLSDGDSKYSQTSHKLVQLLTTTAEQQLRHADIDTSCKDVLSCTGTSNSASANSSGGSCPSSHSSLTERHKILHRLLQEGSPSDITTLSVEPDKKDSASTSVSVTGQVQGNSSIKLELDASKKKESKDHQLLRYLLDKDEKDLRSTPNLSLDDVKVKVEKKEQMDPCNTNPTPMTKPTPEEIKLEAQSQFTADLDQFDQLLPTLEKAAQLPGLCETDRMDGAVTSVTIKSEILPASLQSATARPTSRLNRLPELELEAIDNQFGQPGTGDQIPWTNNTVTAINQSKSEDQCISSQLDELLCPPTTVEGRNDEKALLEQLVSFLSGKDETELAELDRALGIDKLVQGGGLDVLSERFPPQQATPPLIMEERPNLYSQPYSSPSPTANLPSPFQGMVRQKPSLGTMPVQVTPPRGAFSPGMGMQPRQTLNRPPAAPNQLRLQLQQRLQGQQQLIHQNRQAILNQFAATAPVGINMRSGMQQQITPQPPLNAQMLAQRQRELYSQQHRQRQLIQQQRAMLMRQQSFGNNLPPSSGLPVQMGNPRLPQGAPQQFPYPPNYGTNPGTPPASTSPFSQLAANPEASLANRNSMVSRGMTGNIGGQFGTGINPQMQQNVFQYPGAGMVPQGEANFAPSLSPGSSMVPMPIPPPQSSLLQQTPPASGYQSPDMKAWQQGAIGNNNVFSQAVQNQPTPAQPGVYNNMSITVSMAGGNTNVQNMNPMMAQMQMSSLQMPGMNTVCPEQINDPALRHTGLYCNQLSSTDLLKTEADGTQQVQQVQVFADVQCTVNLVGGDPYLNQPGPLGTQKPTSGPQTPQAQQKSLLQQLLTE
# SRC2 inh – inhibits human steroid receptor coactivator 2 | Q15596 | HEK293 GAL4-SRC2 luciferase reporter, luminescence | inhibition, % at 9 µM | 370,000 tested, 0.17% active | AID 651957;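 active means inhibition above the mean inhibition of all tested compounds plus 3 SD, set per campaign, cut at about 52% in these data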;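 further: 0% = DMSO treated cells and 100% = cells given Gossypol at 36 µM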
# NR5A2 inv ag – inverse agonists of human LRH-1 (NR5A2). O00482. HEK293T StAR-luciferase reporter, LRH-1 transfected, 24 h. inhibition, % at 3.6 µM. 360,000 tested, 0.13% active. AID 602396;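 active means inhibition above the mean inhibition of all tested compounds plus 3 SD, cut at about 73% in these data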;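 further: 0% = DMSO wells and 100% = reporter-only cells lacking LRH-1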
# NCOA3 inh – inhibitors of human steroid receptor coactivator 3 (SRC3); 360,000 tested, 0.17% active; AID 588352; inhibition, % at 3.6 µM; Q9Y6Q9; HEK293 GAL4-SRC3 luciferase reporter, luminescence;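 active means inhibition above a per-campaign cutoff, the mean of all compounds plus 3 SD, cut at about 60% in these data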;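 further: 0% = DMSO-treated cells and 100% = gossypol-treated cells at 36 µM; higher means less SRC3-driven luciferase light from the GAL4 reporter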
# TWEAK-Fn14 inh – inhibitors of TWEAK-Fn14 interaction signaling; TWEAK-stimulated Fn14 reporter cells, luciferase luminescence, 8 h; inhibition, % at 10 µM; 360,000 tested, 2% active; AID 1159606; in the data active means inhibition above about 50%
# TROY NFkB inh – TROY signaling inhibition. 360,000 tested, 0.98% active. Q293 LMP1-TROYcd NF-kB luciferase reporter, 4 h. AID 1347056. inhibition, % at 10 µM;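 active means compounds whose plate-normalised and pattern-corrected inhibition of the luciferase reporter signal at the single screening dose is 50% or more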
# CF NFkB inh – blocks PAF-induced NF-kB reporter in cystic fibrosis cells. inhibition, % at 5 µM. KKLEB NF-kB-GFP reporter, GFP fluorescence overnight. 360,000 tested, 0.86% active;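 active means at least 50% inhibition at 5 µM, scaled per plate between neutral and stimulator controls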;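 further: PAF is a Pseudomonas aeruginosa culture filtrate used as stimulus; plate controls were PAF-stimulated DMSO wells for no effect and unstimulated DMSO wells for full effect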
# KKLEB cytotox – counter-screen for CF NF-kB inhibitors: cytotoxicity. KKLEB CF airway cells viability, ATPlite luminescence, overnight; active compounds read low; cells stimulated with P. aeruginosa culture filtrate. 360,000 tested, 0.36% active. activity change (cytotoxicity), % at 5 µM;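 active means corrected activity change at or below -50% at 5 µM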
# COUP-TFII inh – inhibitors of human COUP-TFII (NR2F2); inhibition, % at 8.6 µM; HEK293T NGFI-A luciferase reporter, luminescence; 370,000 tested, 0.7% active;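 active means inhibition above a per-plate cutoff, mean inhibition of test wells between control levels plus 3 SD, cut at about 38% in these data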;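 further: cells cotransfected with COUP-TFII expression vector driving the NGFI-A reporter; 0% = median of COUP-TF2 test wells and 100% = reporter-only cells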
# TRAIL sens C8 – caspase-8 TRAIL sensitization | NB7+C8 cells + TRAIL, ATPlite viability luminescence | 360,000 tested, 1% active | AID 624354 | inhibition (viability loss, TRAIL sensitization), % at 10 µM;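 active means compounds causing at least 50% loss of cell viability in the single-dose screen, relative to plate controls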
# EBV LMP1 NFkB – Epstein-Barr LMP1 NF-kappaB reporter inhibition. LMP1-induced NF-kappaB luciferase reporter cells, luminescence. inhibition, % at 12.5 µM. 350,000 tested, 0.69% active. AID 504558; in the data active means inhibition above about 41%;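 further: 0% = neutral control wells and 100% = reference inhibitor control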
# The depositor's hits bear a star; · = not tested or not shown.
# Start of the data: the first 2 entries, ahead of the listing:
SMILES,NCOA1 inh,SRC2 inh,NR5A2 inv ag,NCOA3 inh,TWEAK-Fn14 inh,TROY NFkB inh,CF NFkB inh,KKLEB cytotox,COUP-TFII inh,TRAIL sens C8,EBV LMP1 NFkB
O=C1/C(=C\c2cccs2)Sc2ccc3ccccc3c21,-126,-50,-158,-81,19,4,-43,-10,-33,37,-48
COc1cc(NC(=O)c2ccc(-c3cnn(C)c3)c3ccoc23)cc(OC)c1OC,19,-13,9,-2,10,-21,-13,3,-42,20,·

# Main list, from the start:
SMILES,NCOA1 inh,SRC2 inh,NR5A2 inv ag,NCOA3 inh,TWEAK-Fn14 inh,TROY NFkB inh,CF NFkB inh,KKLEB cytotox,COUP-TFII inh,TRAIL sens C8,EBV LMP1 NFkB
O=C1/C(=C\c2cccs2)Sc2ccc3ccccc3c21,-126,-50,-158,-81,19,4,-43,-10,-33,37,-48
COc1cc(NC(=O)c2ccc(-c3cnn(C)c3)c3ccoc23)cc(OC)c1OC,19,-13,9,-2,10,-21,-13,3,-42,20,·
COCCSc1ccccc1C(=O)NCc1ccco1,-3,16,1,7,4,2,-4,4,-11,8,2
COc1ccc(N(CC(=O)NC(C)C)S(=O)(=O)c2ccc(NC(C)=O)cc2)cc1,2,-16,12,18,6,7,5,4,30,3,-5
CCN(CC)S(=O)(=O)c1ccc(C(=O)OCC(=O)Nc2ccc(-c3nc4ccc(C)cc4s3)cc2)cc1,-95,-57,-96,-103,40,-13,-1,-18,-28,75*,16
Cc1cc(C)cc(N(CC(=O)NCc2ccco2)C(=O)CCC(=O)Nc2ccccn2)c1,-2,16,1,-1,-9,7,-1,5,19,-3,9
Cc1ccc(C(=O)COC(=O)c2nc(Cl)ccc2Cl)cc1,-12,-9,-7,-9,12,-27,-5,8,12,-17,7
Cc1c(NC(=O)c2ccc(Cl)c(S(=O)(=O)N3CCCCC3)c2)c(=O)n(-c2ccccc2)n1C,-11,6,-2,-1,-2,13,-31,20,25,9,5
COc1ccc(CCNC(=O)CSc2nc3ccccc3o2)cc1,-5,-20,7,25,3,-5,15,-3,-16,-1,-5
C[C@H]1CN([C@@H](C)CO)C(=O)c2cc(-c3ccccc3F)cnc2O[C@@H]1CN(C)C(=O)NC1CCCCC1,4,5,-12,8,-25,3,-3,-4,-8,-31,4
CC1CCN(S(=O)(=O)c2ccc(NC(=O)CN3CCOCC3)cc2)CC1,-7,-18,2,17,6,10,-6,0,-4,3,-1
CCCCCCn1c(CN2CCC(C)CC2)nc2c1c(=O)n(C)c(=O)n2C,7,3,-2,2,-17,2,-19,-2,-12,1,4
O=C(CSc1nc2ccccc2c(=O)n1CC1CCCO1)N1CCN(c2ccccc2)CC1 (centres undefined),-4,-11,-2,1,-17,-9,0,-15,-2,-8,6
CN1OC[C@@H]2C(=O)N3CCc4c([nH]c5ccccc45)[C@@H]3C[C@@H]21,-20,-5,-8,-9,3,45,-9,4,-13,-3,-9
COC(=O)Cc1c(O)ccn(CCc2ccc(S(N)(=O)=O)cc2)c1=O,4,-14,3,-11,17,-18,-13,-1,17,4,7
CC(C)OC(=O)N(C)C[C@@H]1OCc2cnnn2CCCC(=O)N([C@@H](C)CO)C[C@@H]1C,-6,10,4,-12,2,9,-10,2,-20,-15,-1
CCC(=O)N1CCN(c2cc(N3CCN(C)CC3)c(F)cc2[N+](=O)[O-])CC1,13,3,27,5,11,-1,-1,-7,-8,-2,-1
O=C(Nc1ccccc1)c1cc2ccccc2c(=O)s1,7,21,-103,14,58*,-49,62*,-9,6,4,-14
COc1ccc(Nc2ncnc3sccc23)cc1OC,5,-18,-12,-1,-17,-26,0,8,-2,-6,·
S=c1[nH]nc(CCc2ccccc2)n1-c1ccc(Cl)cc1,-24,-6,-8,-4,-9,-12,9,0,0,-9,-4
COc1ccccc1CN1CC(C(=O)N2CCOCC2)CCC1=O (centres undefined),-9,-8,-11,4,-2,14,-2,-12,6,23,-12
O=C(O)CC(NC(=O)C12CC3CC(CC(C3)C1)C2)c1ccc(F)cc1 (centres undefined),14,-16,-7,-11,6,8,4,4,-22,0,2
CN=C1SC(CC(=O)Nc2ccccc2F)C(=O)N1/N=C/c1ccc(O)c(OC)c1 (centres undefined),-9,11,-6,12,-19,-31,7,-7,-10,1,2
O=C1CC(SCCc2nc3ccccc3[nH]2)C(=O)N1c1ccc(Cl)cc1 (centres undefined),-13,-32,0,13,10,15,3,-2,8,-7,-4
COC(=O)CSc1ncnc2c1sc1nc3c(cc12)COC(C)(C)C3,-32,-10,-7,-11,12,2,4,9,-8,73*,51*
CN(C)S(=O)(=O)c1cccc(C(=O)Nc2ccccc2Cl)c1,-10,7,14,11,-17,-27,-16,12,4,2,-3
CC1=[N+](CC(=O)c2ccccc2)CCn2cccc21,-50,-39,-20,-37,-10,0,-6,9,-35,-12,-53
COC(=O)[C@H](Cc1ccccc1)NC(=O)Cn1cnc2c(NCc3ccccc3)ncnc21,7,-4,13,-16,13,1,20,-14,11,14,0
CCN1CCN(c2cc(C)c3cc(NC(=O)c4cccnc4Cl)ccc3n2)CC1,-4,-13,14,10,-19,4,-1,9,-4,-2,1
C/C(=N\NC(=O)c1ccc(O)cc1)c1ccc2c(c1)OCCO2,-15,-40,-71,-7,11,-4,28,9,-26,0,-4
Cc1ccc(N)c2c1OCCC2=O,1,10,12,-12,29,10,13,-2,15,9,0
Cc1cc2cc(CNC(=O)Cc3ccc([N+](=O)[O-])cc3)ccc2n1C,-5,2,8,-9,-11,-5,-5,-10,-18,-5,5
CCC1=NN2C(=N)/C(=C\c3cccn3-c3ccc(OC)cc3)C(=O)N=C2S1,-11,-17,-16,1,0,13,-17,-6,16,-4,-21
Cc1nn(CC(=O)Nc2ccc(Cl)cc2Cl)c(=O)c2ccccc12,24,2,-8,12,-12,-11,16,-6,27,-7,-41
O=C(Nc1ccc2c(c1)OCO2)c1cccs1,-76,-40,-96,-71,-16,-35,-4,0,-50,22,-8
O=C(NNC(=O)c1ccc(Cl)cc1Cl)Nc1ccccc1,-14,-8,-14,10,9,-21,-2,10,4,-5,-4
CCOc1ccccc1/C=C\c1nc(O)c([N+](=O)[O-])c(=O)[nH]1,3,1,-20,-2,7,-2,13,-2,11,-15,7
COc1ccc(NC(=O)NCc2ccncc2)c(OC)c1,1,0,11,9,6,3,-19,-4,8,-14,0
CCNC(=O)/C(C#N)=C/c1c(N(Cc2ccccc2)Cc2ccccc2)nc2ccccn2c1=O,7,-2,13,7,-2,4,11,-15,10,26,11
Cc1cc(C)nc(NS(=O)(=O)c2ccc(NC(=O)Nc3ccccc3F)cc2)n1,4,-5,-18,3,21,5,12,-6,-4,26,·
CC1(C)COC(c2coc3ccccc3c2=O)OC1,-50,-32,-36,-36,2,-59,-8,19,-40,-2,-23
O=c1nc(-c2ccccc2)c2ccccc2[nH]1,-8,-10,28,8,4,3,4,2,6,-10,-11
COc1ccccc1-n1c(=S)[nH]c2c(sc(=S)n2-c2ccc(C)cc2C)c1=O,-14,·,6,8,4,10,-12,2,·,-5,3
COc1ccc(CN(C)Cc2nc(Cc3cccc(F)c3)no2)c2cccnc12,19,23,32,28,32,19,21,-30,60*,24,25
CCN(CC)C(=O)[C@H]1CC(CC(=O)NC(C)(C)C)C(=O)N2CCc3c([nH]c4ccccc34)[C@]12C (some centres undefined),-7,7,8,-2,10,2,-17,16,-2,6,-3

# Exported with values under each structure: entries from further up
# Second line of a record – NCOA1 inh, SRC2 inh, NR5A2 inv ag, NCOA3 inh, TWEAK-Fn14 inh, TROY NFkB inh, CF NFkB inh, KKLEB cytotox, COUP-TFII inh, TRAIL sens C8, EBV LMP1 NFkB
- CC1=[N+](CC(=O)c2ccccc2)CCn2cccc21
    -50, -39, -20, -37, -10, 0, -6, 9, -35, -12, -53
- COC(=O)[C@H](Cc1ccccc1)NC(=O)Cn1cnc2c(NCc3ccccc3)ncnc21
    7, -4, 13, -16, 13, 1, 20, -14, 11, 14, 0
- CCN1CCN(c2cc(C)c3cc(NC(=O)c4cccnc4Cl)ccc3n2)CC1
    -4, -13, 14, 10, -19, 4, -1, 9, -4, -2, 1
- C/C(=N\NC(=O)c1ccc(O)cc1)c1ccc2c(c1)OCCO2
    -15, -40, -71, -7, 11, -4, 28, 9, -26, 0, -4
- Cc1ccc(N)c2c1OCCC2=O
    1, 10, 12, -12, 29, 10, 13, -2, 15, 9, 0
- Cc1cc2cc(CNC(=O)Cc3ccc([N+](=O)[O-])cc3)ccc2n1C
    -5, 2, 8, -9, -11, -5, -5, -10, -18, -5, 5
- CCC1=NN2C(=N)/C(=C\c3cccn3-c3ccc(OC)cc3)C(=O)N=C2S1
    -11, -17, -16, 1, 0, 13, -17, -6, 16, -4, -21
- Cc1nn(CC(=O)Nc2ccc(Cl)cc2Cl)c(=O)c2ccccc12
    24, 2, -8, 12, -12, -11, 16, -6, 27, -7, -41
- O=C(Nc1ccc2c(c1)OCO2)c1cccs1
    -76, -40, -96, -71, -16, -35, -4, 0, -50, 22, -8
- O=C(NNC(=O)c1ccc(Cl)cc1Cl)Nc1ccccc1
    -14, -8, -14, 10, 9, -21, -2, 10, 4, -5, -4
- CCOc1ccccc1/C=C\c1nc(O)c([N+](=O)[O-])c(=O)[nH]1
    3, 1, -20, -2, 7, -2, 13, -2, 11, -15, 7
- COc1ccc(NC(=O)NCc2ccncc2)c(OC)c1
    1, 0, 11, 9, 6, 3, -19, -4, 8, -14, 0
- CCNC(=O)/C(C#N)=C/c1c(N(Cc2ccccc2)Cc2ccccc2)nc2ccccn2c1=O
    7, -2, 13, 7, -2, 4, 11, -15, 10, 26, 11
- Cc1cc(C)nc(NS(=O)(=O)c2ccc(NC(=O)Nc3ccccc3F)cc2)n1
    4, -5, -18, 3, 21, 5, 12, -6, -4, 26, ·
- CC1(C)COC(c2coc3ccccc3c2=O)OC1
    -50, -32, -36, -36, 2, -59, -8, 19, -40, -2, -23
- O=c1nc(-c2ccccc2)c2ccccc2[nH]1
    -8, -10, 28, 8, 4, 3, 4, 2, 6, -10, -11

# Following part:
SMILES,NCOA1 inh,SRC2 inh,NR5A2 inv ag,NCOA3 inh,TWEAK-Fn14 inh,TROY NFkB inh,CF NFkB inh,KKLEB cytotox,COUP-TFII inh,TRAIL sens C8,EBV LMP1 NFkB
CCNC(=O)N1CCCC(C(=O)c2ccc(C(F)(F)F)cc2)C1 (centres undefined),9,-15,-4,-20,-6,-30,4,-9,-6,-2,-9
Cc1ccc(-n2nc(C)c3c(C)c(CCC(=O)NC(C)c4ccccc4)c(C)nc32)cc1 (centres undefined),-5,1,5,2,15,13,24,-12,-2,1,8
COc1ccc(CC(N)c2csc(NC(=O)NCCc3ccccc3)n2)cc1 (centres undefined),2,17,6,17,-23,19,13,-14,-25,8,·
O=C(/C=C/c1cccs1)NC1CCCC1,-37,-31,-24,-32,-8,-29,3,-2,-14,3,-12
COc1ccc(C2=NOC(C(=O)N(C)Cc3ccccc3)C2)cc1 (centres undefined),-13,-20,0,4,-1,-14,2,-4,-11,2,1
CCCCn1c(SCC(=O)NC2CCS(=O)(=O)C2)nc2ccccc2c1=O (centres undefined),-9,-6,14,10,5,10,-8,16,5,9,-1

# High-throughput results as filed in PubChem BioAssay.

# Outcome played no part in choosing rows; any-hit rate near 4.2%.
